# Screening data (PubChem)
# D1 potentiator: potentiators of human D1 dopamine receptor; HEK293 TREx D1 cells, calcium flux, dopamine EC20 potentiation; potentiation, % at 10 µM; 360,000 tested, 0.036% active; AID 504651; in the data active means potentiation above about 30%; further: 0% is about no effect
# Target sequence (P21728 whole entry, looked up): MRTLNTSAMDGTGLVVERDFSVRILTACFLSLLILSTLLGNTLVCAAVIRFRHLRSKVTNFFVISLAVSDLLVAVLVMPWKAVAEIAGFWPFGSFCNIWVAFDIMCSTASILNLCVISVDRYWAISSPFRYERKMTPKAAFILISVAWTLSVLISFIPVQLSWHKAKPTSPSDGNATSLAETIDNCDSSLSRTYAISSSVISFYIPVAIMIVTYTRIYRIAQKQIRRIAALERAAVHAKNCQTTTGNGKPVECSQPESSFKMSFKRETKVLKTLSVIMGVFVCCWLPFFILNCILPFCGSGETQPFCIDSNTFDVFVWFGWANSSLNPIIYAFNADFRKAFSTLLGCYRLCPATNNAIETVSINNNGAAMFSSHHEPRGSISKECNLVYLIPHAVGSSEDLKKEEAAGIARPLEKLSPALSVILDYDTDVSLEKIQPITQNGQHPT
# TRHR agonist: activates the human TRH receptor; P34981; TRHR cells, calcium flux fluo-8, FDSS agonist mode; activation, % at 2 µM; 360,000 tested, 0.18% active; AID 493084; further: 0% is about no effect
# Target sequence (P34981 whole entry, looked up): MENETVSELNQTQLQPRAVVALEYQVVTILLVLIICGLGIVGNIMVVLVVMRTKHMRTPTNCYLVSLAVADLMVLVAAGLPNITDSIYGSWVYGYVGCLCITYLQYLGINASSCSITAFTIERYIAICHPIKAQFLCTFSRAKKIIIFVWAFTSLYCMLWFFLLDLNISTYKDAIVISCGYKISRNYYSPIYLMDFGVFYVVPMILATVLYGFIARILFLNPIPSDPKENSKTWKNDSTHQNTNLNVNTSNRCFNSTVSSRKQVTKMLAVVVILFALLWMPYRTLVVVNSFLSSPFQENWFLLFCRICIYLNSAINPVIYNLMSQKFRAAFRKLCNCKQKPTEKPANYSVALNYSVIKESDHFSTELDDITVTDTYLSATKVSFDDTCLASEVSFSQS
#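 Read-out: compound-evoked intracellular calcium rise in TRHR cells, fluo-8 dye, kinetic FDSS fluorescence at 1 s/cycle following a 10-cycle baseline. Cells cultured overnight before dye loading (30 min–1.5 h, RT).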
# TRHR PAM: allosterically enhances the human TRH receptor | P34981 | TRHR cells, fluo-8 calcium fluorescence, EC20 TRH enhancement | enhancement, % at 2 µM | 360,000 tested, 0.66% active | AID 493056; in the data active means enhancement above about 30%; further: 0% is about no effect
#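 Enhancer read-out: after compound pinning and an initial kinetic agonist-mode read, an EC20 of TRH (10 nM final) was injected and fluo-8 calcium signal (Ex 480/Em 530) followed at 1 s/cycle for 100 cycles in TRHR-expressing cells.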
# D2 ag: activates the human D2 dopamine receptor | P14416 | HEK293 T-REx D2 cells, calcium flux agonist mode | activation, % at 2 µM | 340,000 tested, 0.53% active | AID 485358;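 active means activation over 3 SD above normal in the single-dose calcium agonist read, cut at about 30% in these data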; further: 0% is about no effect
#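 Tetracycline-induced HEK293 T-REx cells with force-coupled D2 receptor, plated overnight at 30 C, loaded with no-wash calcium dye. After a 10 s baseline, compound was pin-added and calcium flux read kinetically for 180 s; calcium rises flagged agonists.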
# D2 PAM: positive allosteric modulators of human D2 dopamine receptor; 340,000 tested, 0.34% active; HEK293 T-REx D2, calcium flux, EC20 dopamine potentiation; potentiation, % at 10 µM;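 active means potentiation over 3 SD above the plate norm, cut at about 30% in these data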; further: 0% is about no effect
#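 Primary screen. Calcium kinetics in induced HEK293 T-REx D2 cells: compound pre-addition 180 s, EC20 dopamine, 180 s more.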
# RXFP1 antagonist: blocks the human relaxin receptor RXFP1; Q9HBX9; HEK293-RXFP1, relaxin-stimulated cAMP HTRF, 30 min; stronger effect = lower value; activity change, negative = inhibition, % at 57.5 µM; 350,000 tested, 0.59% active;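 active means activity change of -60% or lower, but not beyond a set lower limit; inconclusive means change between -60% and -40%, or beyond the set limit; inactive means change above -40%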; further: on the % scale 0 is the no-effect control and ±100 the full control effect
# D1 antagonist: blocks dopamine activation of the human D1 receptor; P21728; HEK293 TREx D1 cells, calcium flux, dopamine EC80; stronger effect = lower value; activity change, negative = inhibition, % at 10 µM; 360,000 tested, 3.2% active; AID 504652; in the data active means activity change below about -30%; further: on the % scale 0 is the no-effect control and ±100 the full control effect
#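 Allosteric or orthosteric antagonism assessed as attenuation of the calcium response to EC80 dopamine, added 180 s after compound, in induced HEK293 Trex D1 cells loaded with no-wash calcium dye.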
# D1 agonist: human D1 receptor agonism; HEK293 T-REx D1 cells, calcium flux, agonist mode; activation, % at 2 µM; 360,000 tested, 1% active; AID 504660; further: 0% is about no effect
#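 Tetracycline-induced HEK293 TREx D1 cells, force-coupled to calcium signalling, were dye-loaded with a no-wash calcium kit. Compound was pin-added after a 10 s baseline. Fluorescence was read kinetically at 1 cycle/s for 180 s, with calcium rises flagged as agonism.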
# D2 antag: antagonists of human D2 dopamine receptor; 340,000 tested, 2% active; P14416; inhibition, % at 10 µM; HEK293 TREx D2 cells, calcium flux, dopamine EC80; in the data active means inhibition above about 30%; further: 0% is about no effect
#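 Overnight-induced (tetracycline, 30 C) HEK293 T-REx cells carrying force-coupled D2 receive a no-wash calcium dye, then compound, then EC80 dopamine at 180 s; signals are read kinetically throughout.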
# An asterisk follows results filed as active; ? = inconclusive; · = not tested or not shown. Unless noted, no stated cut-off is given here; in the data, active means activation above about 30%; inactive means the rest.
# The opening 4 entries (preview)
[1] CC12CC(c3ccccc3O1)C(C(=O)N1CCOCC1)C(=O)N2 (configuration not stated)
[2] COc1ccc(Cl)cc1NC(=O)c1cccc(N2C(=O)C3CC=CCC3C2=O)c1 (configuration not stated)
[3] COP(=O)(c1ccc(N(C)C)cc1)C(O)c1ccccc1 (configuration not stated)
[4] COc1ccccc1CNCC(O)Cn1c2ccccc2c2ccccc21 (configuration not stated)
assay / compound,1,2,3,4
D1 potentiator,0,-3,0,-5
TRHR agonist,-0.3,-0.4,0.7,6.2
TRHR PAM,8,-4,-6,13
D2 ag,0.6,-0.5,1.3,2.7
D2 PAM,5,-3,-11,5
RXFP1 antagonist,-21,-1,-2,?
D1 antagonist,30,-5,-4,-10
D1 agonist,1,4,5,90*
D2 antag,-24,0,-2,42*

# The whole of this part, previewed entries included:
[1] CC12CC(c3ccccc3O1)C(C(=O)N1CCOCC1)C(=O)N2 (configuration not stated)
[2] COc1ccc(Cl)cc1NC(=O)c1cccc(N2C(=O)C3CC=CCC3C2=O)c1 (configuration not stated)
[3] COP(=O)(c1ccc(N(C)C)cc1)C(O)c1ccccc1 (configuration not stated)
[4] COc1ccccc1CNCC(O)Cn1c2ccccc2c2ccccc21 (configuration not stated)
[5] CC1=NNC(=O)C1CC(=O)N/N=C/C(C)=C/c1ccccc1 (configuration not stated)
assay / compound,1,2,3,4,5
D1 potentiator,0,-3,0,-5,-1
TRHR agonist,-0.3,-0.4,0.7,6.2,-0.6
TRHR PAM,8,-4,-6,13,-2
D2 ag,0.6,-0.5,1.3,2.7,1.6
D2 PAM,5,-3,-11,5,-5
RXFP1 antagonist,-21,-1,-2,?,6
D1 antagonist,30,-5,-4,-10,-3
D1 agonist,1,4,5,90*,1
D2 antag,-24,0,-2,42*,-9

[6] NC(=O)Cc1nc(-c2ccc(Br)cc2)cs1
[7] CCc1ccccc1NC(=S)NCCSc1ccc(Cl)cc1
[8] CC(OC(=O)c1ccc(C#N)cc1)C(=O)Nc1ccc(Cl)cn1 (configuration not stated)
[9] CCOC(=O)C1=C(C)NC2=C(C(=O)c3ccccc32)C1c1cccc2ccccc12 (configuration not stated)
[10] COc1cccc(-c2sc3ccc(OC)cc3c2C#CC2(O)CCCCC2)c1
assay / compound,6,7,8,9,10
D1 potentiator,-6,-8,0,-8,5
TRHR agonist,0.2,0.5,-0.6,0.5,1.0
TRHR PAM,0,-8,-4,-11,2
D2 ag,0.3,0.2,·,-0.1,-0.5
D2 PAM,15,·,-7,10,3
RXFP1 antagonist,-6,-4,-13,8,·
D1 antagonist,-5,-4,-12,-4,·
D1 agonist,-1,9,2,4,8
D2 antag,10,3,·,7,7

[11] CCN(CC)C(=O)CSc1nc(-c2ccc(C)cc2)nc2c1COC(C)(C)C2
[12] COc1ccc(C(=O)c2sc(Nc3ccccc3)c(C(=O)Nc3ccc(OC)c(OC)c3)c2N)cc1
[13] CCOC(=O)N1CCN(C(=O)COc2ccc(S(=O)(=O)NC(C)C)cc2)CC1
[14] Cc1nc2c(Cl)cc(Cl)cc2[nH]1
[15] CCOC(=O)C1CCN(C(=O)c2cccc(C(=O)N3CCC(C(=O)OCC)CC3)c2)CC1
assay / compound,11,12,13,14,15
D1 potentiator,-2,1,-12,-3,12
TRHR agonist,-1.0,0.3,-0.9,0.2,0.6
TRHR PAM,-7,4,-8,3,0
D2 ag,-0.1,0.2,-0.7,-1.3,0.7
D2 PAM,-16,-3,7,11,6
RXFP1 antagonist,-4,-9,4,3,-5
D1 antagonist,7,-1,3,15,-4
D1 agonist,5,2,1,1,1
D2 antag,8,13,-7,-6,9

[16] Cc1cccnc1NC(=O)c1ccc2c(c1)OCCO2
[17] O=S(=O)(Nc1nc2ccccc2nc1-[n+]1ccccc1)c1ccc(Cl)cc1
[18] O=c1c2ccccc2nc(/C=C/c2ccccc2)n1CCCO
[19] CC1=CC(C)C2(COC(c3ccc[n+](C)c3)OC2)C(C)C1 (configuration not stated)
[20] O=[N+]([O-])c1ccccc1/C=N/Nc1nccnc1Cl
assay / compound,16,17,18,19,20
D1 potentiator,0,6,0,-2,4
TRHR agonist,-0.3,0.5,-0.4,0.1,-0.5
TRHR PAM,0,4,2,1,2
D2 ag,·,0.8,-0.1,0.7,0.2
D2 PAM,·,8,3,-5,-6
RXFP1 antagonist,14,-7,-19,9,16
D1 antagonist,4,9,10,-14,2
D1 agonist,1,0,2,7,1
D2 antag,·,-11,-15,9,-3

# Records above marked active in D1 agonist:
entry	compound	D1 potentiator	TRHR agonist	TRHR PAM	D2 PAM	RXFP1 antagonist	D1 antagonist	D1 agonist	D2 antag
4	COc1ccccc1CNCC(O)Cn1c2ccccc2c2ccccc21 (configuration not stated)	-5	6.2	13	5	?	-10	90*	42*

# Other entries
[21] CCOC(=O)C1=C(C)NC(SCC(=O)Nc2cc(C)on2)=C(C#N)C1c1cccs1 (configuration not stated)
[22] COCC(C)NC(=S)NCCc1ccc(Cl)cc1Cl (configuration not stated)
[23] COCCn1c(SCc2ccccc2F)nc2c([nH]c3ccccc32)c1=O
[24] CCCCNC(=O)c1ccccc1NC(=O)c1ccccc1N(C)S(C)(=O)=O
[25] COc1cccc(OCCSc2nc3ccccc3n2CC(=O)N2CCCCC2)c1
assay / compound,21,22,23,24,25
D1 potentiator,-6,-5,2,-1,-2
TRHR agonist,-0.3,-0.2,0.4,-0.2,-0.8
TRHR PAM,-6,-5,4,10,-1
D2 ag,-0.2,0.1,·,-1.5,8.2
D2 PAM,1,·,0,0,·
RXFP1 antagonist,?,-1,·,-3,·
D1 antagonist,-48*,-17,-8,-2,9
D1 agonist,3,5,2,2,5
D2 antag,0,-9,·,-8,·

[26] CCCCOc1ccccc1C(=O)N(Cc1cccc(F)c1)C1CCS(=O)(=O)C1 (configuration not stated)
[27] Cc1cc(NC(=O)C(C)SCC(=O)OCc2ccc([N+](=O)[O-])cc2)no1 (configuration not stated)
[28] C(=N\Nc1nc(N2CCCCC2)nc(N2CCCCC2)n1)/c1c[nH]c2ccccc12
[29] CCC(C)Nc1nc(C)nc2c1oc1ccccc12 (configuration not stated)
[30] CC1C(C(=O)Nc2ccccc2)CCCC1(C)C(=O)O (configuration not stated)
assay / compound,26,27,28,29,30
D1 potentiator,4,-2,0,-2,-1
TRHR agonist,0.8,-0.6,0.7,0.1,-0.2
TRHR PAM,-1,-4,7,5,-1
D2 ag,1.4,·,1.8,-1.0,0.9
D2 PAM,14,·,1,5,-1
RXFP1 antagonist,-13,-15,-2,-19,0
D1 antagonist,4,0,-12,-7,-15
D1 agonist,0,3,1,2,1
D2 antag,·,·,-10,-9,-4

[31] CC(C)CCOC(=O)C[N+](C)(C)CCOC1CC2CCC1(C)C2(C)C (configuration not stated)
[32] C=CCOC(=O)C1=C(C)N=C2SCCC(=O)N2C1c1ccc(OC(=O)c2ccco2)cc1 (configuration not stated)
[33] COc1cccc(CN(C(=O)c2oc3cc(C)ccc3c2C)C2CCS(=O)(=O)C2)c1 (configuration not stated)
[34] O=C(CSc1nc(=O)[nH]c2c1CCC2)NCc1ccccc1Cl
[35] CN(C(=O)C1CCC(=O)N(Cc2ccccc2F)C1)C1CCOCC1 (configuration not stated)
assay / compound,31,32,33,34,35
D1 potentiator,-1,-4,1,-3,-2
TRHR agonist,0.1,0.2,0.5,0.4,-1.2
TRHR PAM,0,-6,-5,4,3
D2 ag,-0.2,1.5,·,0.0,0.2
D2 PAM,-4,-5,-4,-3,-1
RXFP1 antagonist,-8,-20,-16,0,-6
D1 antagonist,13,-9,5,·,2
D1 agonist,1,12,2,-3,1
D2 antag,9,4,·,·,-12

[36] CC(C)n1cc(CN2CCCC(C(=O)Nc3cccc(-c4cc5ccccc5[nH]4)c3)C2)cn1 (configuration not stated)
[37] CC(Oc1ccccc1)C(=O)Nc1ccc(S(=O)(=O)NCC2CCCO2)cc1 (configuration not stated)
[38] Cc1ccc(S(=O)(=O)Nc2ccc(NC(=O)/C=C/C(=O)O)cc2)cc1
[39] CN1CCN(C(=O)/C(=C/c2ccccc2F)NC(=O)c2ccccc2)CC1
[40] CCOc1ccc(-n2ccnc2SCC(=O)NCc2ccc3c(c2)OCO3)cc1
assay / compound,36,37,38,39,40
D1 potentiator,-15,-3,-2,·,-1
TRHR agonist,1.1,1.4,0.2,0.1,0.0
TRHR PAM,0,1,-4,-1,-3
D2 ag,1.3,1.4,2.0,1.1,-0.2
D2 PAM,-8,6,-8,0,-1
RXFP1 antagonist,-31,0,6,-7,12
D1 antagonist,-31*,1,-12,-11,-14
D1 agonist,30*,10,1,2,0
D2 antag,-4,-13,5,13,2

[41] Cc1cc(C)n2ncc(C(=O)Nc3ccc4c(c3)OCO4)c2n1
[42] COc1cccc(N(C(C)=O)c2nc(C)cc(C)c2C#N)c1
[43] CCOC(=O)c1sc(N=NC2=C(O)CCCC2=O)c(C(=O)OCC)c1C
[44] Cc1ccc(C)c(Cn2cnc3ccccc3c2=O)c1
[45] Cc1ccccc1NC(=O)c1ccc(CNS(=O)(=O)c2ccc3c(c2)C(C)(C)C(=O)N3C)cc1
assay / compound,41,42,43,44,45
D1 potentiator,-1,2,-2,0,3
TRHR agonist,-0.3,1.2,-0.3,-0.6,-0.1
TRHR PAM,20,11,11,5,18
D2 ag,-0.3,1.0,0.5,-0.2,0.3
D2 PAM,9,·,20,·,1
RXFP1 antagonist,-4,4,-11,·,2
D1 antagonist,1,3,-13,-4,7
D1 agonist,-1,2,3,0,-1
D2 antag,8,36*,7,·,·

[46] Cc1ccc(-c2noc(-c3ccc(N4CCCC4)c([N+](=O)[O-])c3)n2)cc1
[47] COc1ccc(OC)c(S(=O)(=O)N(C)CC(=O)N2CCN(c3ccc(F)cc3)CC2)c1
[48] O=C(O)Cn1nc(-c2ccccc2)c2ccccc2c1=O
[49] CS(=O)(=O)N1CCc2cc(-c3csc(NC(=O)Cc4ccccc4)n3)ccc21
[50] Nc1sc2c(c1C(=O)NC1CCS(=O)(=O)C1)CCCC2 (configuration not stated)
assay / compound,46,47,48,49,50
D1 potentiator,-2,1,-8,-4,-3
TRHR agonist,-0.8,-1.3,0.5,-0.5,-0.2
TRHR PAM,2,-1,-4,-1,5
D2 ag,-1.5,-1.1,0.9,-0.7,-0.4
D2 PAM,-1,17,0,14,-3
RXFP1 antagonist,·,1,27,-1,·
D1 antagonist,-8,-9,5,4,0
D1 agonist,2,3,1,0,4
D2 antag,·,-8,23,-5,8

[51] CCCOc1ccc(C(=O)CCCC(=O)c2ccc(OCCC)cc2)cc1
[52] CCOc1ccc2c(c1)c(=O)c(C(=O)c1ccc(CC)cc1)cn2CC(=O)Nc1cccc(Cl)c1
[53] S=c1[nH]nc(C2CCCCC2)n1/N=C/C(Cl)=C\c1ccccc1
[54] COc1cccc(OCc2nc3ccccc3n2CCOc2ccccc2C)c1
assay / compound,51,52,53,54
D1 potentiator,2,-1,0,-2
TRHR agonist,0.2,-2.3,-1.3,4.7
TRHR PAM,4,3,-7,-10
D2 ag,0.7,-1.1,-0.7,2.4
D2 PAM,7,8,-16,-11
RXFP1 antagonist,1,·,3,-24
D1 antagonist,-6,14,2,-3
D1 agonist,6,6,2,29
D2 antag,5,·,17,·
